Anthrax LF prot: blocks Bacillus anthracis lethal factor protease; P15917; 360,000 compounds, 0.12% hits; inhibition, % at 10 µM; AID 588501; multiplex microsphere protease cleavage assay, LF; in the data active = inhibition above about 30%; also: plate controls were buffer without enzyme for full effect and enzyme alone for no effect
Y pestis TopoI: blocks Yersinia pestis topoisomerase I activity; Y. pestis Topo-I cleavage product accumulation, plate reader; activity, % at 10 µM; 360,000 compounds, 0.064% hits; AID 504884; in the data active = activity above about 50%, passing the limit was not always enough; also: inactives centre near 2
SARS 3CLpro inh: SARS-CoV 3CLpro protease inhibition; inhibition, % at 6 µM; 290,000 compounds, 0.14% hits; P0C6X7; recombinant SARS-CoV 3CLpro, quenched FRET peptide cleavage; AID 1706; in the data active = inhibition above about 12%
TcdB inh: blocks C. difficile toxin B glycohydrolase activity; P18177; TcdB glycohydrolase enzymatic assay, plate reader; inhibition, % at 9.99 µM; 350,000 compounds, 0.24% hits; AID 652162; in the data active = inhibition above about 10%
Rv3671c protease: Rv3671c (M. tuberculosis) protease inhibition; inhibition, % at 5.96 µM; AID 2606; 320,000 compounds, 0.048% hits; in the data active = inhibition above about 38%;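 also: extracellular domain of Rv3671c used as enzyme; 0% = enzyme with DMSO and 100% = no enzyme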
PfHsp40 rescue: rescue of PfHsp40-mediated yeast toxicity; S. cerevisiae expressing PfHsp40, growth rescue, ATP luminescence; growth rescue, % at 12.5 µM; 340,000 compounds, 0.68% hits; AID 504582; in the data active = growth rescue above about 28%, passing the limit was not always enough;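 also: yeast W303a lacking pdr1 and pdr3 grown in galactose medium; growth measured after three days at 30 °C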
VHR inh abs: DUSP3 (human) phosphatase inhibition | P51452 | AID 1654 | 290,000 compounds, 0.52% hits | recombinant VHR phosphatase, pNPP absorbance | inhibition, % at 13.3 µM; in the data active = inhibition above about 50%; also: some compounds called inactive have numbers as strong as hits
BH1578 lux ind: inducers of Vibrio cholerae quorum light production without autoinducers. activation, % at 18.7 µM. V. cholerae BH1578 lux reporter, luminescence, 6 h. 350,000 compounds, 0.16% hits; in the data active = activation mostly above about 9.7%, no sharp cut-off; also: not every result past the cut was called active; inactives centre near 0; reference of the scale not given here
MazEF act: MazEF (E. coli) toxin RNase activation | P0AE70 | 350,000 compounds, 0.32% hits | activation, % at 20 µM | FAM/BHQ RNA-DNA oligo cleavage fluorescence, 5 h; in the data active = activation above about 50%
SSB-PriA inh: K. pneumoniae PriA-SSBct interaction inhibition; inhibition, % at 33 µM; AlphaScreen SSBct-PriA binding, biotinylated peptide; 430,000 compounds, 0.6% hits; in the data active = inhibition mostly above about 37%, no sharp cut-off; inactive = mostly below about 20%;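 also: plate controls were negative control peptide for no effect and reference peptide for full effect; strong numbers were not always called active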
* hit, by the source's call; i = inactive; / = no result given. Not all compounds are listed; rates above refer to the full screens.

Assay codes: A = Anthrax LF prot; B = Y pestis TopoI; C = SARS 3CLpro inh; D = TcdB inh; E = Rv3671c protease; F = PfHsp40 rescue; G = VHR inh abs; H = BH1578 lux ind; I = MazEF act; J = SSB-PriA inh
1: CCC(=O)N1CCC1(C)C(=O)Nc1cccc(OC)c1OC (centres undefined)
  A: -9.0; B: -3.8; C: /; D: 1.3; E: /; F: /; G: /; H: -0.3; I: /; J: /
2: CC(C)C[C@H]1CN=C(Nc2ccccc2)N1CCC(C)c1ccccc1 (some centres undefined)
  A: -1.3; B: 4.7; C: /; D: 0.4; E: -10.8; F: -0.4; G: /; H: i; I: 24.8; J: -8.3
3: COc1cc(OC)cc(C(=O)NCCNc2nc3cc(C)cc(C)c3cc2C#N)c1
  A: -10.4; B: 2.0; C: -0.7; D: 0.0; E: -7.3; F: 2.1; G: -10.4; H: -0.7; I: 1.3; J: -15.3
4: Clc1ccc(Cn2ncc3c(NCCN4CCOCC4)ncnc32)cc1
  A: -8.9; B: -8.6; C: 8.1; D: /; E: -6.5; F: -0.5; G: -0.2; H: i; I: 9.2; J: -13.7
5: O=[N+]([O-])c1ccccc1OCC(O)CNC1CCCC1 (centres undefined)
  A: 8.5; B: 8.5; C: -1.1; D: -5.5; E: -6.3; F: -0.2; G: 16.6; H: -0.7; I: 1.6; J: -8.1
6: Cn1c(-c2ccc(C=O)s2)nc2ccccc21
  A: -3.2; B: -5.0; C: -3.6; D: /; E: 2.5; F: -0.4; G: 3.7; H: i; I: 4.2; J: -9.9
7: COc1cc(C(=O)OCCC(C)C)cc(OC)c1O
  A: -16.8; B: 3.9; C: 3.2; D: -0.2; E: -11.5; F: /; G: 2.6; H: -0.1; I: 0.9; J: 19.5
8: O=C(CN1CCOc2ccccc21)N1CCCC1
  A: 4.8; B: 1.2; C: -0.5; D: 0.6; E: 0.0; F: 0.7; G: 0.2; H: i; I: 11.8; J: 8.6
9: CC(=O)Nc1cccc(NC(=O)C2CCCN2C(=O)Nc2ccccc2C)c1 (centres undefined)
  A: -4.5; B: 2.8; C: -1.1; D: /; E: 3.7; F: 1.1; G: 6.0; H: -0.6; I: 9.8; J: -4.4
10: COc1ccc(C(=O)Nc2cc(-c3nn4c(C)nnc4s3)ccc2C)cc1
  A: -6.7; B: 13.1; C: -4.7; D: 2.1; E: -8.2; F: 0.0; G: 12.8; H: -0.2; I: 7.8; J: -1.2
11: O=C(CCc1nc2ccccc2c(=O)[nH]1)Nc1nnc(SCc2ccc(F)cc2)s1
  A: -3.4; B: 1.1; C: /; D: -0.1; E: 5.0; F: -0.5; G: /; H: i; I: -76.8; J: -3.1
12: CCC1CCCCN1CC(=O)c1ccc(OC(F)F)cc1 (centres undefined)
  A: -5.8; B: -3.0; C: -0.5; D: /; E: -2.2; F: -0.8; G: 18.1; H: -1.6; I: 0.3; J: 1.6
13: Cc1cc2cc(C(c3nnnn3CC3CCCO3)N3CCCc4ccccc43)c(=O)[nH]c2cc1C (centres undefined)
  A: 0.9; B: -7.6; C: 1.2; D: /; E: /; F: 2.1; G: 3.6; H: i; I: 5.6; J: 1.9
14: CN(Cc1ccccc1)C(=O)C1CCC(CNS(=O)(=O)c2cccc3cccnc23)CC1 (centres undefined)
  A: 0.9; B: 16.7; C: -2.0; D: 1.0; E: 3.3; F: 1.3; G: 17.0; H: i; I: -15.8; J: -4.3
15: C[C@@H](C(=O)N=c1sc2ccccc2n1C)N1C(=O)C2CC=CCC2C1=O (some centres undefined)
  A: 1.6; B: 3.2; C: /; D: 2.2; E: /; F: -1.7; G: /; H: 1.1; I: 10.5; J: -1.8
16: O=C(Nc1ccc2ccccc2n1)Nc1ccccc1F
  A: -16.8; B: -2.0; C: -3.1; D: -0.6; E: -10.8; F: -0.5; G: 21.0; H: -0.5; I: -15.8; J: -6.5
17: Cc1[nH]ccc2c1[nH]c1cc(=O)ccc12
  A: -0.2; B: -11.6; C: -5.0; D: 10.3*; E: -5.7; F: 0.3; G: 18.6; H: -0.6; I: 0.8; J: -2.5
18: Cc1ccc(SCC(=O)NCC(C)C)cc1
  A: 5.5; B: 4.7; C: 1.1; D: /; E: -5.7; F: 1.4; G: 8.1; H: -0.5; I: 4.3; J: -2.9
19: COC(=O)C12OCC34C(CC5C(C)=C(O)C(=O)CC5(C)C3C(O)C1O)OC(=O)C(OC(=O)/C=C(\C)C(C)C)C24 (centres undefined)
  A: 3.6; B: -12.1; C: /; D: -7.0; E: /; F: 2.6; G: /; H: i; I: -2.3; J: -9.4
20: C=CCn1c(Cc2ccccc2)nnc1SCc1nc2ccccc2c(=O)[nH]1
  A: -2.5; B: 1.9; C: -1.1; D: -1.1; E: 1.6; F: /; G: 29.3; H: -0.4; I: -2.1; J: 1.0
21: COc1ccc(C2=NO[C@@H]3[C@@H]4C[C@@H]([C@H]5C(=O)N(C)C(=O)[C@@H]45)[C@H]23)c(OC)c1
  A: -8.4; B: -4.1; C: 3.2; D: -1.1; E: 2.7; F: /; G: 22.4; H: i; I: 3.8; J: 1.8
22: COC(=O)Nc1ccccc1C(=O)N1CCN(c2ccc(C)cc2)CC1
  A: -2.2; B: -1.4; C: -0.3; D: 0.8; E: 2.6; F: 0.5; G: 4.2; H: -0.1; I: -4.9; J: 1.7
23: Cc1ccnc(NC(=O)CCS(=O)(=O)c2ccccc2)c1
  A: -2.4; B: 3.2; C: -0.9; D: 0.6; E: 2.0; F: -1.6; G: 16.3; H: -0.3; I: 8.1; J: -3.2
24: CC(C)Cn1c(N)cc(=O)n(C)c1=O
  A: -3.3; B: 5.3; C: 4.0; D: 0.4; E: -0.5; F: 0.1; G: 16.9; H: 0.7; I: -1.5; J: -2.6
25: CSc1nc2nc(-c3ccccc3)cc(=O)n2[nH]1
  A: -0.1; B: 5.7; C: 2.8; D: /; E: 4.7; F: 0.4; G: -0.6; H: -1.8; I: -13.9; J: -7.2
26: CCCCc1cn([C@@H](CCCCN)C(=O)N2CCNCC2)nn1
  A: -4.8; B: -6.1; C: -0.3; D: 1.0; E: -3.0; F: -0.9; G: 17.5; H: 2.8; I: -46.4; J: -14.6

One compound at a time (already shown). Values in the order: Anthrax LF prot	Y pestis TopoI	SARS 3CLpro inh	TcdB inh	Rv3671c protease	PfHsp40 rescue	VHR inh abs	BH1578 lux ind	MazEF act	SSB-PriA inh
`COc1ccc(C2=NO[C@@H]3[C@@H]4C[C@@H]([C@H]5C(=O)N(C)C(=O)[C@@H]45)[C@H]23)c(OC)c1` as listed: -8.4	-4.1	3.2	-1.1	2.7	/	22.4	i	3.8	1.8
`CN(Cc1ccccc1)C(=O)C1CCC(CNS(=O)(=O)c2cccc3cccnc23)CC1` (centres undefined) as listed: 0.9	16.7	-2.0	1.0	3.3	1.3	17.0	i	-15.8	-4.3
`CCC(=O)N1CCC1(C)C(=O)Nc1cccc(OC)c1OC` (centres undefined) as listed: -9.0	-3.8	/	1.3	/	/	/	-0.3	/	/
`COC(=O)C12OCC34C(CC5C(C)=C(O)C(=O)CC5(C)C3C(O)C1O)OC(=O)C(OC(=O)/C=C(\C)C(C)C)C24` (centres undefined) as listed: 3.6	-12.1	/	-7.0	/	2.6	/	i	-2.3	-9.4

By substructure: the compounds so far containing fluorine
Assay codes: A = Anthrax LF prot; B = Y pestis TopoI; C = SARS 3CLpro inh; D = TcdB inh; E = Rv3671c protease; F = PfHsp40 rescue; G = VHR inh abs; H = BH1578 lux ind; I = MazEF act; J = SSB-PriA inh
11: O=C(CCc1nc2ccccc2c(=O)[nH]1)Nc1nnc(SCc2ccc(F)cc2)s1
  A: -3.4; B: 1.1; C: /; D: -0.1; E: 5.0; F: -0.5; G: /; H: i; I: -76.8; J: -3.1
12: CCC1CCCCN1CC(=O)c1ccc(OC(F)F)cc1 (centres undefined)
  A: -5.8; B: -3.0; C: -0.5; D: /; E: -2.2; F: -0.8; G: 18.1; H: -1.6; I: 0.3; J: 1.6
16: O=C(Nc1ccc2ccccc2n1)Nc1ccccc1F
  A: -16.8; B: -2.0; C: -3.1; D: -0.6; E: -10.8; F: -0.5; G: 21.0; H: -0.5; I: -15.8; J: -6.5

Screening data as filed in PubChem BioAssay.
